Bioassay records: PubChem, several laboratories
HCV core dimer: inhibitors of HCV core protein dimerization, primary screen, biochemical, TR-FRET, high-throughput | TR-FRET GST/Flag-core106 dimerization, 1536-well | inhibition, % at 5 µM | 300,000 tested, 0.33% active | AID 1899, 2009;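 active = inhibition above the mean of all tested compounds plus 3 SD, set per screening campaign, cut at about 45% in these data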
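System: GST/Flag-tagged HCV core106 proteins. Incubation: compound-protein-antibody incubation 4 h at 22.5 °C. Technique: HTRF with 340 nm excitation, 617/671 nm emission. Medium: KF-containing HEPES buffer, pH 7.45, DTT, CHAPS, BSA. Read-out: inhibition (%) from 671 over 617 nm ratio. Also added: Eu(K)-anti-GST 90 ng/mL plus XL665-anti-Flag 1 µg/mL.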
TPT1 inh: Candida albicans TPT1 enzyme inhibitors, primary screen, biochemical, fluorescence polarization. 300,000 tested, 0.81% active. recombinant caTPT1, FP RNA substrate dephosphorylation. inhibition, % at 5 µM;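 active = inhibition above the mean of all tested compounds plus 3 SD, set per screening campaign, cut at about 24% in these data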;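 note: plate controls were DMSO alone for no effect and ferristatin control at 100 nM for full effect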
Efflux pump inh: inhibitors of Candida efflux pumps in yeast, primary screen, S. cerevisiae, Nile Red, multiplex. S. cerevisiae Candida pump triplex. inhibition, % at 10 µM. 330,000 tested, 0.44% active;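 active = plate passing quality check with inhibition over a set limit, or well fluorescence over plate mean plus 4 SD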;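 note: Nile Red retained in pooled yeast measured as flow cytometry median fluorescence; 0% = buffer negative control and 100% = Enniatin B positive control; higher means more Nile Red kept so more efflux inhibition; some compounds called inactive have numbers as strong as hits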
GASC-1 inh: inhibitors of GASC-1 histone demethylase, primary screen, biochemical, fluorescence, DELFIA europium | Lysine-specific demethylase 4C (Homo sapiens), Q9H3R0 | GST-JMJD2C(1-420) H3K9me3 demethylation | inhibition, % at 2.35 µM | 330,000 tested, 0.069% active;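 active = more than half of a compound's replicate wells show inhibition beyond 50%, single wells judged on their own value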;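 note: signal counts dimethyl H3K9 product captured on neutravidin plate; 0% = median of DMSO wells and 100% = 0.3 times that DMSO median; strong numbers were not always called active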
Target sequence (Q9H3R0 1-420 limits assumed): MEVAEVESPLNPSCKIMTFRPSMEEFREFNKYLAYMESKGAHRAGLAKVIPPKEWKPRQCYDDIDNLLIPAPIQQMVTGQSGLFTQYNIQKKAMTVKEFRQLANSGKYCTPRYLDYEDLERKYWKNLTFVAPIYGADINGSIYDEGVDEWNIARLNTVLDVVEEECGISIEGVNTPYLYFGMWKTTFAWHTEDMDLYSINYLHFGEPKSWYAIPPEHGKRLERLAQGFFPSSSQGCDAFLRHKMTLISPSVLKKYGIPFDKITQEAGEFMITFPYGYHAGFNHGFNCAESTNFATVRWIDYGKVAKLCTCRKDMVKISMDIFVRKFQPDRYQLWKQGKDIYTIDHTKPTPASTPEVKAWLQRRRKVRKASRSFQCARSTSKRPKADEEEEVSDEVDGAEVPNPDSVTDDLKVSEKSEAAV
PP5 primary: PP5 phosphatase inhibitors, primary screen, biochemical, fluorescence; inhibition, % at 6.7 µM; purified PP5c, OMFP substrate fluorescence; Serine/threonine-protein phosphatase 5 (Homo sapiens), P53041; 320,000 tested, 0.18% active;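 active = inhibition above the campaign's mean inhibition across all tested compounds plus 3 SD, cut at about 9.5% in these data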;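 note: 0% = DMSO only and 100% = 100 µM cantharidin control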
proCasp7 act: procaspase-7 activators, primary screen, counter-screen for procaspase-3 activator project, biochemical, absorbance, HTS, human; 330,000 tested, 0.093% active; AID 463210, 2010; activation, % at 8.5 µM; recombinant procaspase-7, Ac-DEVD-pNA absorbance 405 nm; D23A/D198A/D206A triple mutant, cannot self-cleave; scale: DMSO 0, 5 µM enzyme 100; Caspase-7 (Homo sapiens), P55210;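 active = percent activation above the screen-wide mean plus 3 SD, cut at about 25% in these data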
Target sequence (P55210 whole entry D23A/D198A/D206A): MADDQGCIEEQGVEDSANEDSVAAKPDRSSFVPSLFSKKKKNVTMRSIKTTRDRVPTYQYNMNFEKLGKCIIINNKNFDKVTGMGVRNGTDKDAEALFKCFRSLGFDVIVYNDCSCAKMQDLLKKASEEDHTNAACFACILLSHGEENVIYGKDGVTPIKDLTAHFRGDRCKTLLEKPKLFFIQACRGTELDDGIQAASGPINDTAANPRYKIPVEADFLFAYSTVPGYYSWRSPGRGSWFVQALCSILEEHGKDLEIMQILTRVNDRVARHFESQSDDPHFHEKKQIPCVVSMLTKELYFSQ
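Assay system: Uncleavable procaspase-7 mutant enzyme / Input: 2 µM procaspase-7 mutant as dispensed / Dosing: single nominal 8.5 µM compound dose, 0.8% DMSO final / Timing: 1 h enzyme–compound preincubation and 2 h substrate reaction, both 25 °C / Detection: p-Nitroaniline absorbance at 405 nm, read at 0 and 120 min / Replication: singlicate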
PP1 inh: PP1-alpha phosphatase inhibitors, primary screen, counter-screen for PP5 inhibitor project, biochemical, fluorescence, OMFP substrate, single point; Serine/threonine-protein phosphatase PP1-alpha catalytic subunit (Homo sapiens), P62136; purified PP1alpha; inhibition, % at 6.7 µM; 320,000 tested, 0.9% active; AID 2235, 2010;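 active = inhibition above the mean inhibition of all tested compounds plus 3 SD, computed separately for each screening campaign, cut at about 15% in these data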
Fh CTSL1 inh: Fasciola hepatica cathepsin L1 inhibitors, primary screen, counter-screen for PFM18AAP inhibitor project, biochemical, QFRET, fluorogenic peptide substrate. recombinant F. hepatica cathepsin L1, Z-Leu-Arg-MCA fluorescence. inhibition, % at 5.96 µM. 300,000 tested, 0.49% active. AID 1906, 2009;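 active = inhibition above the mean of all tested compounds plus 3 SD, set per screening campaign, cut at about 17% in these data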;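 note: 0% = plate median of test compound wells and 100% = 1 µM Z-Phe-Ala-diazomethylketone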
procasp3 activ: activators of human procaspase-3 D3A mutant, primary screen, biochemical, absorbance, PC-3 D3A mutant, single concentration. Caspase-3 (Homo sapiens), P42574. recombinant procaspase-3 D3A, Ac-DEVD-pNA absorbance 405 nm. activation, % at 8.5 µM. 330,000 tested, 0.11% active. AID 463141, 2010;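 active = activation above the mean of all tested compounds plus 3 SD, cut at about 21% in these data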;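 note: 0% = DMSO alone and 100% = DMSO wells spiked with extra 5 µM PC-3 D3A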
Target sequence (P42574 whole entry D9A/D28A/D175A): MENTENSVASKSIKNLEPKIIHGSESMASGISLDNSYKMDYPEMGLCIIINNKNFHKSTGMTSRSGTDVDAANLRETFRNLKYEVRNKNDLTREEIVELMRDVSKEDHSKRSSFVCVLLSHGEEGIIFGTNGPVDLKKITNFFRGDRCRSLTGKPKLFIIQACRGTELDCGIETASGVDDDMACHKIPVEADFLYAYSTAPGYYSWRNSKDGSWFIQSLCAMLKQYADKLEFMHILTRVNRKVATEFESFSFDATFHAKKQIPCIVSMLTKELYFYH
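Evaluation: percent activation relative to control range; Material: Procaspase-3 D3A mutant, all three cleavage aspartates alanine; Compound: single dose, 8.5 µM nominal compound, 0.8% DMSO; Replication: one well per compound; Signal: absorbance at 405 nm, 0 and 120 min; Schedule: 1 h preincubation plus 2 h reaction at 25 °C.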
* = called active by the depositor; x = no result given; & = joins results of further samples.

Fields – Efflux pump inh	TPT1 inh	PP5 primary	HCV core dimer	PP1 inh	GASC-1 inh	procasp3 activ	Fh CTSL1 inh	proCasp7 act
CC1(C)Cc2c(cnn2-c2ccc(F)cc2)C(NC(=O)CN2CCCCC2=O)C1 (stereo not given)
→ 0.0	-2	-3.8	-17	8	4	-2	3	-5
CC(C)Cc1nc2oc3c(=O)[nH]cnc3c2c2c1CCC2
→ -0.2	-1	1.0	-1	5	3	6	1	-5
Cc1ccc(-n2nc(C)c3c(C)c(CCC(=O)O)c(C)nc32)cc1C
→ -0.1	-4	1.0	4	-2	4	-3	3	5
Cc1cccc(C(=O)NCC(=O)N(C)CC(=O)Nc2ccc(N3CCOCC3)cc2)c1
→ 0.2	0	-2.1	-12	-1	8	-11	1	6
O=C(CSc1nnc2c(n1)[nH]c1ccccc12)N1CCCCC1
→ 0.3	0	3.9	-4	-3	0	3	4	-4
CCOC(=O)c1cnc(-n2nc(C)cc2C)nc1Nc1ccc(N(C)C)cc1
→ 0.1	-6	1.9	0	12	-1	-3	2	7
Cc1c(/C=N\NC(=O)c2cccc(F)c2)cnn1C
→ 0.1	-4	2.5	-3	1	0	10	2	7
O=C(Nc1nc2c(s1)CN(Cc1ccccc1)CC2)c1c(F)cccc1F
→ 0.1	24*	0.8	8	4	-1	1	2	-5
CC(=NC1CCCC1)c1c(C)[nH]n(-c2nc3ccccc3s2)c1=O
→ -0.1	23	0.4	9	9	31	8	2	10
Cn1c(=O)c2c(ncn2CC(=O)Nc2ccccc2Sc2ccccc2)n(C)c1=O
→ 0.0	-1	0.4	-3	4	-3	3	3	2
COc1ccc(NC(=O)c2cccs2)cn1
→ -0.1	-1	-0.9	-1	-4	2	0	-2	3
Cc1ccc(CN2CCN(/N=C/c3ccco3)CC2)c(C)c1
→ 0.2	3	0.5	-2	-2	-2	2	1	-3
CCOC(=O)CC(=O)CSc1ncnc2c1cnn2-c1ccccc1
→ -0.1	10	2.1	4	0	8	-8	-3	-14
COC(=O)C1Sc2[nH]c(=O)sc2C(c2ccc(Cl)cc2)C1C(=O)OC (stereo not given)
→ 0.0	-1	-1.4	-1	-1	-8	3	0	-11
CC(C)(C)c1ccc(C(=O)NCC(=O)N2CCNC(=O)C2)cc1
→ -0.2	2	-0.3	2	-2	18	-2	-3	-1
CCOc1cc(OCC)cc(C(=O)Nc2cccc(C(C)=O)c2)c1
→ 0.0	2	0.5	-3	-6	-31	5	-2	0
N#C/C(=C\c1cn(Cc2ccccc2C#N)c2ccccc12)C(=O)NCc1cccs1
→ 0.0	2	7.7	6	0	-8	0	1	3
CCOc1ccc(NC(=S)N2CCN(C/C=C/c3ccccc3)CC2)cc1
→ 0.0	-1	-0.6	0	-1	24	-2	0	-12
CCCCn1c(N)c(N(CCOC)C(=O)CC(NC(=O)c2ccccc2)c2ccccc2)c(=O)[nH]c1=O (stereo not given)
→ -0.2	3	-1.4	2	-1	2	5	2	14
Cc1[nH]c(=S)c(C#N)c(-c2ccco2)c1C(=O)N(C)C
→ 0.0	-1	0.2	-1	-4	-9	-28	2	-44
CCOc1ccccc1/C=C/C(=O)c1ccc(Cl)cc1
→ 0.0	-1	-0.9	2	-3	6	3	3	4
O=C(CNC(=O)c1cccs1)c1ccc(Cl)cc1
→ -0.1	-1	0.2	8	-1	-8	13	2	12
Cc1ccc2nc(-c3ccc(O)cc3)oc2c1
→ -0.1	2	5.5	9	-1	4	3	0	-5
CC(C)(C)c1ccc(C(=O)NCCC(=O)Nc2cc(Cl)ccc2N2CCOCC2)cc1
→ -0.1	x	4.3	x	1	-2	4	x	-1
Cc1c(Cl)cccc1NC(=O)COC(=O)C12CC3CC(CC(O)(C3)C1)C2
→ 0.4	x	1.7	x	-3	x	9	x	8
COC(=O)Nc1ccc(S(=O)(=O)NNC(=O)c2c(O)c3ccccc3n(C)c2=O)cc1
→ -0.1	1	-9.0	-11	1	31	-5	3	-3
O=C(CN1CCOCC1)Nc1cccc(S(=O)(=O)N2CCCCCC2)c1
→ 0.0	0	1.6	2	1	10	3	-4	8
O=C(CNS(=O)(=O)c1cccs1)N1CCN(c2ccccn2)CC1
→ 0.1	-3	1.6	0	-3	3	-4	-1	-1
CSc1ccccc1OCc1cc(C(=O)N2CCC(c3ccncc3)CC2)no1
→ 0.0	0	4.0	13	5	5	6	1	7
Cc1cc(Cl)c(S(=O)(=O)NCC2CCCO2)cc1OCC(N)=O (stereo not given)
→ 0.0	2	-0.8	-6	-5	4	1	0	15

Other structures follow.
Fields – Efflux pump inh	TPT1 inh	PP5 primary	HCV core dimer	PP1 inh	GASC-1 inh	procasp3 activ	Fh CTSL1 inh	proCasp7 act
CCn1cc(C(=O)NCCc2ccc(OC)cc2)c(=O)c2ccc(C)nc21
→ 0.0	-3	2.3	9	2	-7	-4	2	10
O=C(CCNc1ccc(Br)cc1)c1cccc([N+](=O)[O-])c1
→ 0.1	-2	2.5	6	0	-5	-22	6	-22
Cc1ccc(NC(=O)c2cccc(N3C(=O)CCC3=O)c2)nc1
→ -0.1	-4	1.8	-5	-1	3	4	-3	-4
CC(NC(=O)COC(=O)Cn1cnc2ccccc2c1=O)C1CC2CCC1C2 (stereo not given)
→ -0.1	-3	3.8	-17	3	2	0	-7	-1
O=C(CNC(c1ccccc1)c1ccccc1)NCc1ccccc1Cl
→ 0.0	-6	1.9	4	6	12	0	4	1
CN(CCn1ccnc1)C(=O)CC1C(=O)NCCN1Cc1ccccc1C(F)(F)F (stereo not given)
→ 0.0	-2	0.8	0	-1	-9	6	0	7
Cc1ccc(C(=O)N2CCC3(CC2)Oc2ccc(F)cc2C(=O)C32CC(c3cccnc3)=NO2)s1 (stereo not given)
→ 0.5	1	8.3	1	1	-5	-2	-1	4
COC(=O)c1cccc(NC(=O)CSCc2ccccc2)c1
→ 0.2	0	0.4	-8	4	-10	-1	-5	2
CC(/C=N/NC(=O)Cn1cnc2c1c(=O)n(C)c(=O)n2C)=C\c1ccccc1
→ -0.1	4	-2.7	2	-4	0	-6	1	-6
N/C(Cc1ccc(Cl)cc1Cl)=N\OC(=O)c1ccccc1
→ 0.2	-3	-0.4	14	-3	2	8	-1	9
CCC(=O)N1CCC2(CC1)Oc1ccc(F)cc1C(=O)C21CC(c2ccc(Cl)cc2)=NO1 (stereo not given)
→ 0.2	0	4.5	4	0	38	-2	-1	14
CCCCn1c(N)c(N(CC)C(=O)c2ccccc2C)c(=O)[nH]c1=O
→ -0.1	0	-8.3	-16	-1	54	4	4	8
CC(=O)Nc1ccc(S(=O)(=O)N(C)CC(=O)OCC(=O)NCc2ccco2)cc1
→ 0.0	-4	1.4	-4	-1	2	12	-8	7
COCC(=O)N1CCCC(CNS(=O)(=O)c2ccc(OC)cc2)C1 (stereo not given)
→ 0.0	2	0.6	-1	-4	-4	0	-1	1
Cc1ccc(S(=O)(=O)CCC(=O)OCC(=O)NCC(=O)Nc2c(C)cc(C)cc2C)cc1
→ 0.0	0	0.7	-4	-1	-15	-1	-32	-5
COc1cccc(-c2cc(=O)c3cc(NC(=O)c4ccccc4)ccc3[nH]2)c1
→ 0.1	-6	2.1	7	2	5	4	-2	5
Cc1cccc(Nc2ncnc3ccc(Br)cc23)c1
→ 0.1	-3	1.8	13	4	1	5	0	9
COc1ccc(OCCSc2ncc(CO)n2C)cc1
→ -0.1	-5	0.5	6	1	-18	9	-3	12
COc1ccc(C(=O)CCC(=O)NCCc2c[nH]c3ccccc23)cc1
→ -0.1	2	0.8	3	1	7	1	4	-1
Cc1ccccc1OC(C)C(=O)Nc1ccc2c(c1)OCO2 (stereo not given)
→ -0.4	-6	-7.5	-11	-8	-2	5	11	-1
COc1cc(C2CC(=O)Oc3c2c(=O)n(C)c2ccccc32)ccc1O (stereo not given)
→ 0.0	3	4.2	2	-1	-17	3	0	13
O=C(CCNC(=O)c1ccccc1Cl)Nc1nc(-c2ccc(F)cc2)cs1
→ -0.1	-2	0.0	-1	-3	-4	8	-2	-4
COc1ccc(-c2nnc(NC(=O)c3ccccc3C)o2)cc1
→ 0.1	0	1.2	-9	-1	7&-12	3	2	3
O=C(OCC(=O)N1CCC(c2ccccc2)=N1)c1ccc(Cl)s1
→ 0.0	x	x	x	x	-5	14	x	-1
Cc1ccc(Cl)c(OCC(O)CN(CCO)CCO)c1 (stereo not given)
→ 0.0	-4	0.7	-2	1	-2	-1	-1	6
CC(Oc1ccc(F)cc1)C(=O)Oc1ccc(N(C)S(=O)(=O)c2ccccc2)cc1 (stereo not given)
→ 0.1	2	2.7	-2	-4	8	-1	-2	-4
COc1cccc(OC)c1C(=O)Nn1c(C2CCC2)nc2ccccc2c1=O
→ -0.2	-4	-0.8	-2	2	14	11	0	4
Cc1ccccc1NC(=O)c1ccc(CN2CCc3ccccc3C2)cc1
→ -0.1	-6	-2.1	3	2	0	-2	-2	14
CSCc1c(C(=O)N2CCCc3ccccc32)oc2ccccc12
→ 0.1	x	-0.9	x	-4	6	2	x	14
COc1ccc(S(=O)(=O)N(C)CC(=O)Nc2ccc(C)cc2)cc1OC
→ -0.1	2	1.6	-3	2	0	3	-2	11

(further entries)
Fields – Efflux pump inh	TPT1 inh	PP5 primary	HCV core dimer	PP1 inh	GASC-1 inh	procasp3 activ	Fh CTSL1 inh	proCasp7 act
CCN1CCN(Cc2ccc(NC(=O)c3ccc(C)c(NC(=O)c4ccc5n[nH]nc5c4)c3)cc2C(F)(F)F)CC1
→ 0.2	-1	1.2	6	-5	-4	3	-6	-5
Cc1ccc(C)c(OCCCCCn2ccnc2)c1
→ 0.0	2	0.6	-3	1	-1	-4	5	7
Nc1[nH]ncc1S(=O)(=O)c1ccccc1
→ -0.2	-4	1.4	-2	0	-48	3	-1	6
Cn1c(=O)[nH]c(=O)c2c1nc(CN1CCN(c3cccc(Cl)c3)CC1)n2CCCc1ccccc1
→ -0.2	-3	-2.1	24	4	0	9	11	0
Cc1ccc(-c2cc(C(=O)NCc3cnn(C)c3C)c3cc(Br)ccc3n2)cc1
→ 0.0	-8	-7.1	34	3	-3	5	14	-8
COc1ccc(-c2nc(CN3CCN(C(=O)c4ccco4)CC3)c(C)o2)c(OC)c1C
→ 0.1	-3	5.3	-2	-4	-6	-1	0	1
